KDM5B inh = inhibitors of human KDM5B histone demethylase; Q9UGL1; KDM5B demethylase, FDH-coupled NADH fluorescence (FDH is formaldehyde dehydrogenase); Potency, µM (doses to about 57.7 µM), for the others: top-dose activity change, negative = inhibition, most hits filed as inhibitors; actives 2.6% (n = 220,000); AID 1347165; active = well fitted inhibition curve with a large enough effect; inconclusive = small, poorly fitted or top-dose-only effect; inactive = no such curve, though single readings can be large or run the other way; also: 0% is about no effect; nearly all actives have a fitted effect of over 70% in size
Target sequence (Q9UGL1 whole entry, looked up): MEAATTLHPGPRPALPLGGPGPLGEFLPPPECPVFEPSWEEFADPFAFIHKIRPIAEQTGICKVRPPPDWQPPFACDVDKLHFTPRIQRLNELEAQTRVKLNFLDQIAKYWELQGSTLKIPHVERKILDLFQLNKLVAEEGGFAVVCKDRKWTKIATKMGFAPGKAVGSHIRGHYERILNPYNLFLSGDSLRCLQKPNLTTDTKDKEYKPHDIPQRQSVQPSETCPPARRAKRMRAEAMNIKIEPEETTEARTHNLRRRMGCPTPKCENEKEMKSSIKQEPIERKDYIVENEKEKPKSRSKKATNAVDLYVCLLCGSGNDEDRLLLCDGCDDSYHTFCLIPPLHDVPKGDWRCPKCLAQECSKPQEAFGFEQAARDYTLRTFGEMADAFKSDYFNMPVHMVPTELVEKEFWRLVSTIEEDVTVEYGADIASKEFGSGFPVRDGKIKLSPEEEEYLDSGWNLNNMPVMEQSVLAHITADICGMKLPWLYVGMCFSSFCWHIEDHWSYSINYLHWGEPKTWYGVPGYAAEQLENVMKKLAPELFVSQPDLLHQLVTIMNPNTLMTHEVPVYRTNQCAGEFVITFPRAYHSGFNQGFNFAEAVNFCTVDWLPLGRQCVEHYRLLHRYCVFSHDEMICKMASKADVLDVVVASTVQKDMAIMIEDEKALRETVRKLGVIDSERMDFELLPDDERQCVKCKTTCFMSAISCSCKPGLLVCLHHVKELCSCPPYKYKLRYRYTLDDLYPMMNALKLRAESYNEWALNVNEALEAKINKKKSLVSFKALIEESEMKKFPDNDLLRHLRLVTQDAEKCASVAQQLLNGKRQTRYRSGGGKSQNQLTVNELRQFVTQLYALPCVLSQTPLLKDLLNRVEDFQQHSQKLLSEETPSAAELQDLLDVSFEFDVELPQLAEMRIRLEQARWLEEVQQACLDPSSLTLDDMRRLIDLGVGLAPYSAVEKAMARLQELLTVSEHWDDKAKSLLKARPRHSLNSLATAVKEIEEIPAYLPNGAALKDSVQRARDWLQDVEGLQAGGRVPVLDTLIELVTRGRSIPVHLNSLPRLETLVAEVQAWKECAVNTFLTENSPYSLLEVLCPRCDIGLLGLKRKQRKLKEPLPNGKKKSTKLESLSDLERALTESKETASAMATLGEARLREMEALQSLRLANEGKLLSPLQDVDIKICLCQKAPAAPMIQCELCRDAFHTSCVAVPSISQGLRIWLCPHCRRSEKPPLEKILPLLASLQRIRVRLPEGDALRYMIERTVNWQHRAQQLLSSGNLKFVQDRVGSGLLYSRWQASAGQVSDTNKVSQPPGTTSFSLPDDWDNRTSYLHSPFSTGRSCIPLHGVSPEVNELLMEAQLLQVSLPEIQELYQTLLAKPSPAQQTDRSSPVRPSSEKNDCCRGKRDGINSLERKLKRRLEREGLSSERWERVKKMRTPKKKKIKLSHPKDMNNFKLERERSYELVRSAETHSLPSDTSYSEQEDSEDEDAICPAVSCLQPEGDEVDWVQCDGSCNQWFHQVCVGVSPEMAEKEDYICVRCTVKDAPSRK
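qHTS format, multiple compound concentrations. Buffer 50 mM HEPES pH 7.5/0.01% Tween-20; 200 nM KDM5BΔAP final; 10 min compound preincubation; substrate-mix levels 12.5 µM peptide, 25 µM α-KG, 0.25 mM NAD⁺; 30 min RT; ΔRFU.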
Active calls of the source: *; i = inactive; ? = inconclusive; [ ] = another dose, or the depositor's remark. Potency is read from the fitted curve at half-maximal effect. Some of the compounds tested; count on the stated rates, not on these rows.

SMILES	KDM5B inh
CC(=O)N1CCN(CC(=O)Nc2sc3c(c2C(N)=O)CCC3)CC1	-23%
c1ccc(Oc2cc3c(cn2)NCCN(CC2CCOCC2)C3)cc1	?
O=C(C1CCCC1)N1CC2(CCN(CC3CCCCC3)C2)Cc2ccccc21 (centres undefined)	?
CC(=O)Nc1ccc2c(c1)nc1n2[C@@H](CNC(=O)NC(C)C)COC1	-24%[86.2 µM]
COc1ccc(Cl)cc1N(C)C(=O)c1ccc2c(=O)n3c(nc2c1)CCCCC3	4%
Cn1c(=O)[nH]c(=O)c2c1nc(SCC(=O)O)n2CCCc1ccccc1	13%
COc1ccc(CN2CCC(C3CCN(S(C)(=O)=O)CC3)C2)cc1C (centres undefined)	?
Cn1cc(CC(=O)NC(C(N)=O)c2ccccc2)c2ccccc21 (centres undefined)	11%
CC(C)CC(=O)Nc1ccc2oc(-c3ccc(F)cc3)nc2c1	?
O=C(Cn1cccc1-c1nc(-c2ccc3c(c2)OCO3)no1)NCc1ccc(F)cc1F	?
O=C1CC2(CCN(C(=O)c3ccc4c(c3)OCO4)CC2)Oc2cc(Cl)ccc21	-10%
CCn1ncc(C(=O)N2CC[C@@H]3CN(S(C)(=O)=O)[C@@H]3C2)c1C	15%
CCOC(=O)C(C)Oc1ccc(NC(=O)C(Cl)Cl)cc1 (centres undefined)	-4%
COc1cccc(-c2cc(CNC(=O)C3COc4c(cccc4OC)C3)no2)c1 (centres undefined)	-2%
O=C(N[C@H](Cc1ccccn1)C1CC(O)C1)c1cccc2c1NCCC2 (some centres undefined)	32µM*
Cc1cn2nc(C(=O)NCC3CCCO3)cc2c(=O)[nH]1 (centres undefined)	-14%
CC(C)NC(=O)CSc1ncc(-c2ccc(F)cc2)o1	-9%
CCOc1ccc(CNC(=O)c2ncoc2-c2ccc(C)s2)cc1OC	?
Cc1ccc(CNC(=O)Cc2csc(-c3ccccn3)n2)cc1F	-12%
CCc1ccc(C2=C(C)C(=NCC(=O)Nc3cccc(Cl)c3C)NS2(=O)=O)cc1	-14%
N#Cc1nc(-c2ccco2)oc1N1CCN(Cc2ccc(Br)cc2)CC1	?
CC1(C)O[C@H]2[C@@H](O1)[C@@H](C(=O)O)O[C@@H]1OC(C)(C)O[C@@H]12	14%
CCCc1c(C)nc2ncnn2c1Nc1ccc(CC)cc1	9%
COc1ccc(CC(=O)NCc2ccc3c(c2)CCN3C(=O)c2ccccc2)cc1OC	7%
COc1ccc(-c2cc(N3CCC(NC(=O)c4ccc(F)cc4F)CC3)n[nH]2)cc1	4%
CCNC(=O)NC[C@H]1O[C@H](Cc2cc(CN3CCOCC3)on2)CC[C@@H]1O	-4%[86.2 µM]
CC(Sc1nc(-c2ccccc2)c(-c2ccccc2)o1)C(=O)NC(N)=O (centres undefined)	5%
O=C(CC1C(=O)N(C2CCCCC2)c2nc3ccccc3n21)Nc1ccc(F)c(F)c1 (centres undefined)	-8%
Cc1ccc(-n2nc(C(=O)O)cc2-c2ccccc2Cl)cc1	27%
CC(C)(C)CC(=O)NC[C@H]1OC[C@@H](NCc2ccc(C(=O)O)cc2)[C@@H]1O	7%[86.2 µM]
COC(=O)c1cnc(NC(=O)Cc2ccc3ccccc3c2)s1	12%
Cc1cnc(C(=O)N2CCC(c3noc(-c4cnccn4)n3)C2)cn1 (centres undefined)	-12%
CCCCn1c(=O)n(CC(O)COc2cc(C)ccc2C)c(=O)c2c1ncn2C1CCCC1 (centres undefined)	18%
CCOc1ccc(-c2cc(NC(=O)c3cccc(Cl)c3)c(C(=O)OC)s2)cc1	-6%
Cc1cccc2c1nc1n2[C@@H](CNC2CCN(C)CC2)COC1	35%[activator][86.2 µM]
Cc1cc(=O)oc2cc(OCC(=O)NC3CC(C)(C)NC(C)(C)C3)ccc12	?
COc1cccc(CCC(=O)N2CCC(Oc3ccc(-c4noc(C5CC5)n4)cc3)C2)c1 (centres undefined)	7%
O=C1Cc2c(-c3ccccc3OCc3ccccc3)n[nH]c2CN1Cc1ccccn1	-15%[86.2 µM]
Cn1nc2n(c1=O)CCC(NS(=O)(=O)c1cccnc1)CC2 (centres undefined)	-1%
COc1ccc(-c2noc([C@@H]3CCCN3C(=O)c3cc(Cl)ccc3OC)n2)cc1	-9%
CC(=O)N1CCc2[nH]cnc2C12CCN(C(=O)c1ccc(=O)[nH]c1)CC2	1%
COc1cccc(S(=O)c2c(C)cc(C)cc2C)c1 (centres undefined)	0%
CCC1=C(C(=O)OC)C(c2cccc(OC)c2OC)N2C(CC(=O)NCC3CC3)=CSC2=N1 (centres undefined)	-28%
CCCCC1CCC(C(=O)N2CC(=O)Nc3ccc(F)cc3C2c2ccc(F)cc2)CC1 (centres undefined)	-9%
O=C(Cn1c(=O)c2c(ncn2C2CCCC2)n(Cc2ccccc2)c1=O)NCc1ccc(F)cc1	15%
O=C(Nc1ccc2oc(=O)ccc2c1)c1ccc(-c2ccccc2[N+](=O)[O-])o1	-6%
CCC(C(=O)N1CCCn2nc(C(=O)Nc3ccccc3)cc2C1)n1cccn1 (centres undefined)	?
Cc1ccc(N2CC(C)Cn3c2nc2c3c(=O)n(CC(=O)O)c(=O)n2C)cc1 (centres undefined)	?
COc1ccc(-c2nc(C(C)C)nc3c2CCN(C(=O)C(C)(C)C)CC3)cc1	-23%
COc1ccc(S(=O)(=O)N2CCc3ccccc32)cc1C(=O)N1CCN(c2ccncc2)CC1	13%
O=c1[nH]c(SCc2ccccc2)nc2c1CCCC2	9%
CCN1c2cc(C(=O)Nc3ccc4c(c3)CCC4)ccc2C(=O)N2CCCCC21 (centres undefined)	?
COc1ccc(NC(=O)c2cnc(SC)nc2C(F)(F)F)cc1OC	-16%
O=C(CCC1N=C2c3ccccc3N=C(SCc3ccc(F)cc3)N2C1=O)NCCc1ccccc1 (centres undefined)	i
COc1ccc(CN2CC3=C(C2=O)C(c2ccccc2C)NC(=O)N3)cc1 (centres undefined)	6%
O=C1c2c(nc(CNc3ccc(F)cc3)n2Cc2ccccc2)NCCN1Cc1ccccc1	?
Cc1ccc(NC(=O)CN2CCC(C(=O)N3CCCCCC3)CC2)cc1	9%
CCOc1ccc(NC(=O)CC2CCCN(c3cnn(CCOC)c(=O)c3)C2)cc1 (centres undefined)	16%
O=C(Cc1ccccc1F)Nc1ccc2c(c1)CN(C(=O)[C@H]1CCCN1)CC2	-26%
COCCNC(=O)c1ccc(-c2ccc(N3CCCCC3)nc2)cc1	13µM*
Later entries.
SMILES	KDM5B inh
O=C(Nc1ccc(CN2CCOCC2)cc1)Nc1ccc2c(c1)OCCO2	-6%
Cc1cc(C)n(-c2nc3ccccc3nc2Nc2cccc(C(F)(F)F)c2)n1	-27%
Cc1ccc(C(=O)C(C)Sc2nnnn2C)cc1 (centres undefined)	-12%
Cc1cc(N2CCOCC2)nc(Nc2ccc(NC(=O)CCc3ccccc3)cc2)n1	-22%
O=C(O)COc1ccc(-c2nccc3c2C(=O)N(Cc2ccccc2)CC(COc2ccc(Cl)cc2)O3)cc1 (centres undefined)	2%
Cc1ccc(CCNC(=O)c2cc3c(N4CCSCC4)nc(C)cn3n2)cc1	?
Cc1noc2c(NC3CCN(C)CC3)cc(-c3ccc(Cl)cc3)nc12	-17%[86.2 µM]
CC(=C\c1ccco1)/C=C1/SC(=S)N(CC(=O)O)C1=O	-9%
CCCNc1nc2ccccc2nc1C(=O)Nc1ccc(CC)cc1	-4%
Cc1nc(-c2ccc(S(=O)(=O)Nc3ccccc3Cl)cc2)co1	7%
CCN(CC)C(=O)N1C[C@@H](Oc2cccnc2)C[C@H]1C(=O)N1CCOCC1	-24%
Cc1cc(C)cc(NC(=O)CN2CCC(C(=O)c3ccccc3)CC2)c1	10%
COC(=O)C1=C(N)Oc2cc(C)n(Cc3ccc4c(c3)OCO4)c(=O)c2C1c1ccccc1F (centres undefined)	-19%
CC(C)(C)c1ccc(/C=N/NC(=O)CN2CCS(=O)(=O)CC2)cc1	-4%
CCOCCCNC(=O)CSCc1nc(-c2ccc(C)cc2)oc1C	-7%
CC(C)CCN1CC[C@H](c2nnc(-c3cccnc3)o2)C1	-29%[115 µM]
CCc1cccc(CC)c1NC(=O)C(Sc1ccccc1)c1ccccc1 (centres undefined)	20%
CC(C)(C)NS(=O)(=O)C1CCS(=O)(=O)C1 (centres undefined)	-4%
CN(C)c1ccc(CN2CCC3(CC2)CC(=O)c2ccc(Cl)cc2O3)cc1	-19%
CC(=O)C1=C(C)N(C2CCCCC2)C(=O)C1(NC(=O)C1CCCCC1)C(F)(F)F (centres undefined)	0%

Reformatted with bars between the fields: part of the list above
Molecule | KDM5B inh
O=C(Nc1ccc(CN2CCOCC2)cc1)Nc1ccc2c(c1)OCCO2 | -6%
Cc1cc(C)n(-c2nc3ccccc3nc2Nc2cccc(C(F)(F)F)c2)n1 | -27%
Cc1ccc(C(=O)C(C)Sc2nnnn2C)cc1 (centres undefined) | -12%
Cc1cc(N2CCOCC2)nc(Nc2ccc(NC(=O)CCc3ccccc3)cc2)n1 | -22%
O=C(O)COc1ccc(-c2nccc3c2C(=O)N(Cc2ccccc2)CC(COc2ccc(Cl)cc2)O3)cc1 (centres undefined) | 2%
Cc1ccc(CCNC(=O)c2cc3c(N4CCSCC4)nc(C)cn3n2)cc1 | ?
Cc1noc2c(NC3CCN(C)CC3)cc(-c3ccc(Cl)cc3)nc12 | -17%[86.2 µM]
CC(=C\c1ccco1)/C=C1/SC(=S)N(CC(=O)O)C1=O | -9%
CCCNc1nc2ccccc2nc1C(=O)Nc1ccc(CC)cc1 | -4%
Cc1nc(-c2ccc(S(=O)(=O)Nc3ccccc3Cl)cc2)co1 | 7%
CCN(CC)C(=O)N1C[C@@H](Oc2cccnc2)C[C@H]1C(=O)N1CCOCC1 | -24%
Cc1cc(C)cc(NC(=O)CN2CCC(C(=O)c3ccccc3)CC2)c1 | 10%
COC(=O)C1=C(N)Oc2cc(C)n(Cc3ccc4c(c3)OCO4)c(=O)c2C1c1ccccc1F (centres undefined) | -19%
CC(C)(C)c1ccc(/C=N/NC(=O)CN2CCS(=O)(=O)CC2)cc1 | -4%

Continuation:
SMILES	KDM5B inh
COc1ccc(-c2cnc(C)o2)cc1S(=O)(=O)Nc1ccc(F)cc1	18%
CC(=O)N1CCCc2cc(S(=O)(=O)N3CCCC(C(=O)Nc4ccc(C)c(F)c4)C3)ccc21 (centres undefined)	5%
FC(F)(F)Oc1cccc(CN2CCC[C@H]2c2nc(-c3ccc(N4CCOCC4)nc3)no2)c1	28µM*
COC(=O)Cn1c(=O)c2c(nc(-n3nc(C)cc3C)n2CC(C)C)n(C)c1=O	-7%
CCc1noc([C@@H]2CC(F)(F)CN2S(=O)(=O)c2cccnc2)n1	14%
Cc1ccc(C(=O)N(CC(=O)NC2CCCC2)c2cccc(F)c2)s1	19%
NC(=O)C1CCCCN1C(=O)c1nn(-c2ccccc2)c(=O)c2ccccc12 (centres undefined)	-10%
CC1(COc2ccccc2)COc2ccc(C(=O)N3CCOCC3)cc2N1 (centres undefined)	-28%[86.2 µM]
CC(O)c1cc2n(n1)CCN(S(=O)(=O)c1ccc3c(c1)NC(=O)CO3)C2 (centres undefined)	1%
O=C(O)C[C@@H]1CCN(C(=O)COc2ccccc2)C[C@@H]1CCN1CCC(n2c(=O)[nH]c3ccccc32)CC1	-12%
CNc1nc2c(c(=O)[nH]c(=O)n2C)n1CCCc1ccccc1	-9%
Cc1ccccc1NC(=O)Cn1cnc2c(cnn2-c2ccc(F)cc2)c1=O	-7%
COc1cc(OC)c(C(=O)OCC(=O)Nc2ccccc2Cl)cc1OC	22%
O=C(c1ccc2ccccc2n1)N1C[C@@H](CO)[C@H](c2ccccn2)C1	0%
O=C(c1ccc2c(c1)OCO2)N1CCC(N2CCOC2=O)CC1	6%[149 µM]
COc1ccc(C(=O)N2CCCCCC2c2nnc(-c3ccccc3)o2)cn1 (centres undefined)	-3%
COc1ccc(NC(=O)COC(=O)CCNS(=O)(=O)c2ccc(Cl)cc2)cc1	13%
COc1ccc(CC(=O)N2CCc3cc(OC)c(OC)cc3C2COc2ccc3c(C)cc(=O)oc3c2)cc1OC (centres undefined)	-1%
COc1ccc(Cn2c(Oc3cccc(C)c3)nc3c2c(=O)n(C)c(=O)n3C)cc1	12%
COc1ccc(CNC(=O)Cn2cccc2-c2nc(-c3ccc(F)cc3)no2)cc1	9%
O=C1C(N2CCN(S(=O)(=O)c3cccc(F)c3)CC2)CCN1Cc1cccnc1 (centres undefined)	-25%
CCC/C=C(/CC)C[N+]1(C)CCCCC1	12%
COc1ccc(-n2nc3n(c2=O)CCN([S+](=O)([O-])c2cccc(C(F)(F)F)c2)C3)cc1	32%[activator][115 µM]
C=CCN1CCN(C(=O)c2ccc3c(c2)C(O)CCCCCN3C)CC1 (centres undefined)	4%
O=C(c1cccc(S(=O)(=O)Nc2ccc(Br)cc2)c1)N1CCC1	-11%
COc1ccc(CCNC(=O)CS(=O)(=O)c2cn(CC(=O)N3CCCC3)c3ccccc23)cc1OC	-15%
Cc1cc(C(=O)OCCOc2ccccc2)c2ccccc2n1	7%
CCOc1ccc(CNC(=O)C2CCCN(S(=O)(=O)N(CC)c3ccc(OCC)cc3)C2)cc1 (centres undefined)	-24%
O=C(Nc1cccc(Cl)c1)N1CCN(Cc2nc3cc(C(=O)N4CCCCC4)ccc3o2)CC1	5%
Cc1ccc2oc(C(=O)NCc3ccncc3)cc(=O)c2c1	0%
C=C(C)COc1ccc2cc(-c3ccc(OC)cc3OC)c(=O)oc2c1	?

Bioassay records deposited in PubChem BioAssay by National Center for Advancing Translational Sciences (NCATS).
